Bioassay records (PubChem)
MCF10A rereplic: DNA re-replication induction in MCF 10a cells; MCF 10A DNA re-replication, Hoechst nuclear intensity, 48 h; Potency, µM (titrated, usually from 46.1 µM), inactives show at the highest dose activity, positive = re-replication, most hits filed as activators; actives 2.9% (n = 350,000); further: potency means the concentration at half of the fitted maximal effect; % of control where 0% means no effect; nearly all actives have a fitted effect of over 50% in size
TGFb SMAD3 inh: inhibitors of TGF-b signaling; HepG2 CAGA-GFP TGF-b/SMAD3 reporter, GFP fluorescence, 18 h; TGF-beta stimulated, 500 pg/mL final; Potency, µM (titrated, usually from 46.1 µM), for inactives: at the highest dose activity, negative = inhibition, usual class: inhibitors; actives 1.2% (n = 410,000); AID 588855; further: potency means the concentration at half of the fitted maximal effect; on the % scale 0 is the no-effect control and ±100 the full control effect; nearly all actives have a fitted effect of over 65% in size
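HEPG2 CAGA-GFP, 1000 cells/well; 2 h settle, 37 C; cpd via pin tool; TGF-b 500 pg/mL final; 18 h, 37 C; GFP imaging ex488/em500-530; %Activity normalised to -TGF-b and +DMSO controls; CRC fit, curve class.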
ATXN viability: viability counter-screen for ATXN expression inhibitors | actives 0.49% (n = 400,000) | S2 cells (HEK-293 line with an ATXN2-luciferase reporter) viability, CellTiter-Fluor protease fluorescence, 24 h | Potency, µM (series often up to 56.7 µM), hits mostly cytotoxic; further: potency means the concentration at half of the fitted maximal effect; nearly all actives have a fitted effect of over 40% in size
ATXN2 expr inh: inhibitors of ATXN2 expression | Potency, µM (titrated, usually from 57 µM), inactives show at the highest dose activity change, negative = inhibition, hits mostly inhibitors | AID 1745845 | HEK-293 ATXN2-luciferase reporter, luminescence, 24 h | actives 0.72% (n = 360,000); further: potency means the concentration at half of the fitted maximal effect; on the % scale 0 is the no-effect control and ±100 the full control effect; nearly all actives have a fitted effect of over 55% in size
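qHTS (up to 57 uM final) was run with 24 h compound exposure of reporter cells at 37 °C. Each well was multiplexed: SteadyGlo luminescence measured ATXN2-luciferase expression after a fluorogenic Gly-Phe-AFC viability readout (25 uM final).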
Nrf2 ARE act: Nrf2 pathway activation; Potency, µM (top dose mostly 46.1 µM), inactives show at the highest dose activation, hits mostly activators; AREc32 ARE-luciferase reporter (MCF7-derived line), luminescence, 24 h; actives 0.31% (n = 410,000); AID 624171; further: potency means the concentration at half of the fitted maximal effect; % of control where 0% means no effect; nearly all actives have a fitted effect of over 65% in size
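Luminescent ARE reporter assay in AREc32_Fluc cells: overnight plating at 37 deg C, 24 hr compound incubation, Steady-Glo added, 30 min RT before reading.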
Nrf2 inh: Nrf2 pathway inhibition | A549 ARE-Fluc reporter, luciferase luminescence, 18-24 h | Potency, µM (doses to about 46 µM), without a hit: at the top dose activity change, negative = inhibition, most hits filed as inhibitors | actives 2.1% (n = 360,000) | AID 504444; further: potency means the concentration at half of the fitted maximal effect; on the % scale 0 is the no-effect control and ±100 the full control effect; nearly all actives have a fitted effect of over 60% in size
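Concentration-response testing used A549 ARE_Fluc cells at 5000 cells/well. Following an 18-24 h compound incubation, viability was read by fluorescence (Ex 405/Em 525) and luciferase output by luminescence.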
IL1B secr inh: blocks inflammasome-driven IL-1 beta release | AID 743279 | activity change, % at 57.5 µM | THP-1 LPS/ATP IL-1B secretion, AlphaLISA, 16 h; active compounds read low | actives 4.7% (n = 360,000); in the data active means activity change below about -50%; inconclusive means mostly about -30% to -49%; further: on the % scale 0 is the no-effect control and ±100 the full control effect
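THP-1 cells pretreated 1 hr with compounds (up to 57.5 uM final), then stimulated with LPS (250 ng/mL final) plus ATP (1.25 mM final); secreted IL-1B measured by AlphaLISA after 16 hr, decreased signal indicating inhibition.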
HepG2 viability: HepG2 cytotoxicity, counter-screen for TGF-b inhibitors | HepG2 CAGA-GFP viability, ATP luminescence, 18 h | Potency, µM (titrated, usually from 46.1 µM), inactives show at the highest dose activity change, negative = cytotoxicity, usual class: cytotoxic | actives 0.76% (n = 410,000) | AID 588856; further: potency means the concentration at half of the fitted maximal effect; some results filed as inactive show a strong effect at the top dose
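HepG2 CAGA-GFP cells (1000/well, DMEM with 1% FBS) received compound, then TGF-beta at 500 pg/mL final, and were incubated 18 hours at 37 degrees C. Viability was read by CellTiter-Glo luminescence. Media-only wells were set as complete cell-killing and DMSO as no toxicity.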
A549 viability: A549 cytotoxicity, counter-screen for Nrf2 inhibitors | A549 ARE-Fluc cells, CellTiter-Fluor viability, 18-24 h | actives 0.16% (n = 390,000) | Potency, µM (series often up to 46 µM), inactives show at the highest dose activity change, negative = cytotoxicity, most hits filed as inhibitors; further: potency means the concentration at half of the fitted maximal effect; on the % scale 0 is the no-effect control and ±100 the full control effect
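Cytotoxicity counterscreen: CellTiter-Fluor fluorescence was measured in A549 ARE_Fluc cells after 18-24 h of compound exposure in a concentration series. The subsequent BugLite luminescent read reports ARE-luciferase activity.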
An asterisk follows results filed as active; i = inactive; ? = inconclusive; . = no result given; & = joins results of further samples; [ ] = dose if it differs, or a comment. Unless noted, the call rests on the fitted dose curve; in most records, active means well fitted curve in the direction sought with a large enough effect; inconclusive means small, poorly fitted or top-dose-only effect, or another doubt; inactive means no such curve, though single readings can be large; an effect the other way counts as inactive or inconclusive. Hits appear at their usual frequency (roughly 8.8% active in at least one column).

No.	molecule	MCF10A rereplic	TGFb SMAD3 inh	ATXN viability	ATXN2 expr inh	Nrf2 ARE act
1	O=[N+]([O-])c1ccccc1/C=C/C=N/n1c(-c2ccccc2)n[nH]c1=S	-35%[inhibitor]	2%	i	-2%	?
2	COc1ccccc1CC(=O)N1CCN(S(=O)(=O)c2ccccc2)CC1	-2%	-1%	i	3%	-0.1%
3	COc1cccc(CNC(=O)CSc2ccc(-c3cccs3)nn2)c1	2%	?	i	2%	8.6%
4	O=C(C1CCC1)N1CCC(c2nc3c(nnn3Cc3c(F)cccc3Cl)c(=O)[nH]2)CC1	-3%	-19%	i	-7%	-1.4%
5	CC(=O)c1cccc(OCCCOc2cccc3cccnc23)c1	11%	-15%	i	17%	0.2%
6	CC(C)CN(CC(C)C)C(=O)COn1nnc2ccc(S(=O)(=O)N3CCOCC3)cc21	-6%	-2%	i	-12%	-3.5%
7	Cc1cccc(CNC(=O)c2sc(=O)n(Cc3ccccc3C)c2C)c1	.	8%	i	-26%	3.8%
8	Cc1[nH][nH]c(=O)c1N=Nc1ccc(Cl)cc1	-2%	-29%	?	5%	0.7%

No.	Nrf2 inh	IL1B secr inh	HepG2 viability	A549 viability
1	8%	-9	3%	2%
2	-10%	0	4%	-1%
3	-15%	-12	-35%	1%
4	-5%	?	-19%	-3%
5	-1%	-23	-15%	-1%
6	-1%	-11	-14%	5%
7	.	?	-8%	.
8	2%	11	-7%	-8%

The results go on:
No.	molecule	MCF10A rereplic	TGFb SMAD3 inh	ATXN viability	ATXN2 expr inh	Nrf2 ARE act
9	O=C(NCc1ccco1)C(=O)NCC1OCCCN1S(=O)(=O)c1ccc(Cl)cc1 (stereo not given)	1%	16%	i	.	-0.3%
10	COC(=O)c1c(NC(=O)c2ccco2)sc2c1CCN(C(C)=O)C2	0%	16%	i	10%	7.0%
11	COc1ccc(C(=O)NNC2=NC(C)(C)Cc3cc(C)c(C)cc32)cc1	-4%	3%	i	7%	0.0%
12	O=C1C(=O)N(CCS(=O)(=O)c2ccccc2)c2ccc(Cl)cc21	?	22µM*	i	-14%	23%
13	C=CCn1c(N)c(C(=O)Nc2ccccc2)c2nc3ccccc3nc21	5.6µM*	20%	i	-13%	13%
14	CCCCC(=O)Nc1cc(OC)c(NC(=O)C2CCCCC2)cc1OC	7%	0%	i	8%	0.1%
15	COc1ccc(CC(=O)O/N=C(\N)c2ccc(C)cc2)cc1	0%	-27%	i	46%[activator]	12%
16	Cc1cc(N)ccc1N=Nc1c(C)n(C)n(-c2ccccc2)c1=O	2%	-19%	?	8%	3.7%

No.	Nrf2 inh	IL1B secr inh	HepG2 viability	A549 viability
9	-1%	-7	8%	4%
10	-1%	.	0%	1%
11	10%	22	6%	-2%
12	9%	0	-106%	-4%
13	?	-62*	-41%	-3%
14	-2%	-3	0%	-22%
15	?	35	10%	-3%
16	7%	-3	-7%	?

The listing continues.
No.	molecule	MCF10A rereplic	TGFb SMAD3 inh	ATXN viability	ATXN2 expr inh	Nrf2 ARE act
17	CSc1nc(COC(=O)NC(C)C)c(COC(=O)NC(C)C)n1Cc1ccccc1	.	1%	i	-10%	0.4%
18	CN(c1ccccc1)S(=O)(=O)c1nnc(NC(=O)c2ccccc2)s1	.	3%	i	24%	4.4%
19	Cc1ccc2occ(/C=N/O)c(=O)c2c1	?	-21%	i	20%	6.8%
20	COc1ccc(CCNC(=O)c2c(N)no[n+]2[O-])cc1OC	-22%	3%	i	17%	2.0%
21	Cc1ccc(C)c(C(=O)Cn2c(NCCO)nc3ccccc32)c1	-6%	4%	i	-3%	-0.2%
22	Cc1nc(-c2ccc(F)cc2)c(CC(=O)NCC(=O)Nc2ccc(F)c(F)c2)s1	-2%	-23%	i	.	2.9%
23	O=C(CCC(=O)NCCCc1ccccc1)NCCCc1ccccc1	25%	-1%	i	-5%	0.1%
24	COCC(=O)N1CCC(n2nccc2NC(=O)CCOc2ccccc2)CC1	7%	-17%	.	.	-0.8%

No.	Nrf2 inh	IL1B secr inh	HepG2 viability	A549 viability
17	.	10	7%	.
18	2%	.	6%	-10%
19	.	-16	-23%	?
20	21%	-18	-11%	4%
21	-12%	-2	-23%	-7%
22	-4%	-6	-13%	-2%
23	12%	-1	4%	0%
24	?	4	-6%	-4%

More structures
No.	molecule	MCF10A rereplic	TGFb SMAD3 inh	ATXN viability	ATXN2 expr inh	Nrf2 ARE act
25	CCCN1CCN(S(=O)(=O)c2ccc3c(c2)OCCO3)CC1	20%	41%&6%[activator]	i	-21%	0.3%
26	CCOC(=O)CN1C(=O)C(O)(CC(=O)c2cccc(OC)c2)c2ccccc21 (stereo not given)	0%	0%	i	1%	-0.5%
27	CC(c1ccccc1)N1CC(C(=O)Nc2nccs2)CC1=O (stereo not given)	-15%	-5%	i	-8%	0.1%
28	O=c1c2ccccc2c(/C=N/c2ncn[nH]2)c(O)n1Cc1ccccc1	?	15%&-26%	?	-24%&75%	0.2%&2.9%
29	CCCC(=O)Nc1nnc(CCOC)s1	15%	2%	i	3%	0.3%
30	CCSc1nnc(-c2ccccc2NC(C)=O)c(=O)[nH]1	0%	-12%	i	-22%	0.1%
31	O=C1O/C(=C/C(=O)N2CCOCC2)c2ccccc21	-2%	-16%	i	-5%	-0.7%
32	Cc1cc(Cl)ccc1NC(=O)CCC(=O)O	4%	-14%	?	-13%	-0.1%

No.	Nrf2 inh	IL1B secr inh	HepG2 viability	A549 viability
25	1%&-24%	0	-1%&-5%	-1%&2%
26	?	17	2%	4%
27	11%	15	-1%	-1%
28	-9%&-2%	-11&0	26%&-39%	-2%&-12%
29	1%	3	-4%	6%
30	-1%	0	4%	-1%
31	-3%	-3	2%	-8%
32	?	26	-5%	?

Carrying on:
No.	molecule	MCF10A rereplic	TGFb SMAD3 inh	ATXN viability	ATXN2 expr inh	Nrf2 ARE act
33	CCN(C(=O)COC(=O)CNC(=O)c1ccc2ccccc2c1)c1c(N)n(Cc2ccccc2)c(=O)[nH]c1=O	-1%	?	i	3%	0.1%
34	CCN(CCn1cccn1)C(=O)CC1C(=O)NCCN1CCc1ccccc1 (stereo not given)	2%	5%	i	3%	-0.5%
35	CN(Cc1ccccc1)C(=O)COC(=O)c1ccccc1SCC(=O)N1CCCC1	0%	-6%	?	-1%	-1.0%
36	COc1ccc(Cl)cc1C(=O)NNC(=S)NC(=O)c1cc(-c2ccccc2)nc2ccccc12	18%	22%	i	-10%	4.4%
37	CC(C)(C)NC(=O)Cn1cc(C#N)c2cc(Br)ccc21	5%	-2%	i	-4%	0.0%
38	COc1ccc(S(=O)(=O)Nc2cccc(S(=O)(=O)N3CCCCC3)c2)cc1	-6%	3%	i	1%	-0.4%
39	CCOC(=O)c1c(S(=O)(=O)N2CCc3ccccc32)c(C)n(C)c1C	4%	4%	i	-11%	-0.9%
40	CC1(C)CC(=O)C2=C(C1)N=c1s/c(=C/c3ccc(F)c(F)c3)c(=O)n1C2c1ccc(F)cc1 (stereo not given)	-6%	0%	i	-4%	-0.7%

No.	Nrf2 inh	IL1B secr inh	HepG2 viability	A549 viability
33	-4%	17	1%	9%
34	-8%	4	7%	1%
35	-7%	-1	6%	-6%
36	?	18	-30%	-7%
37	-6%	3	-15%	-6%
38	-4%	-4	0%	-1%
39	3%	13	-3%	0%
40	-6%	-11	-15%	8%

(listing goes on)
No.	molecule	MCF10A rereplic	TGFb SMAD3 inh	ATXN viability	ATXN2 expr inh	Nrf2 ARE act
41	CCN(CC)c1ccc(NC(=O)CSc2nc(C3CC3)nc3ccccc23)cc1C	6.5µM*	-3%	i	-17%	13%
42	CC1=C(C(=O)NCc2ccco2)C2(CCC(C)CC2)OC1=O (stereo not given)	-2%	-2%	i	-14%	3.3%
43	Cc1cc(-c2ccccc2)nc(SC(C(=O)O)c2ccccc2)n1 (stereo not given)	6%	-2%	?	-7%	-0.4%
44	CC(C)NC(=O)NCCCCCCS(C)=O (stereo not given)	-3%	1%	i	2%	-0.9%
45	CCOC(=O)c1cnc(SC)nc1Nc1cccc2ccccc12	?	6%	i	1%	3.9%
46	COc1ccc(C)cc1CN(C)c1ccc(S(=O)(=O)N2CCN(C)CC2)cn1	?	-1%	i	-13%	-0.3%
47	C/C(=N/Nc1ccc(Cl)cc1)c1cnnc(-c2ccccc2)n1	-1%	1%	i	.	0.8%
48	CCCCOC(=O)Cn1c(-c2ccccc2)nc2ccccc2c1=O	?	-12%	i	-6%	-0.5%
49	CCCNC(=O)N1CCN(S(=O)(=O)c2ccc3c(c2)OCCO3)CC1	26%	-10%	?	-21%	0.4%
50	CCNC(=O)CC1C(=O)N(c2ccc(F)cc2)C(=O)N1Cc1ccc(OC)c(OC)c1 (stereo not given)	.	-29%	i	9%	0.3%

No.	Nrf2 inh	IL1B secr inh	HepG2 viability	A549 viability
41	?	-18	-3%	1%
42	4%	14	0%	-1%
43	6%	2	-14%	3%
44	-14%	6	1%	-4%
45	-4%	18	-15%	0%
46	-3%	-6	5%	-4%
47	23%	58	-2%	4%
48	9%	28	4%	0%
49	-18%	0	-10%	-10%
50	7%	.	-11%	5%

Random excerpt: 4 compounds from above
No.	molecule	MCF10A rereplic	TGFb SMAD3 inh	ATXN viability	ATXN2 expr inh	Nrf2 ARE act
22	Cc1nc(-c2ccc(F)cc2)c(CC(=O)NCC(=O)Nc2ccc(F)c(F)c2)s1	-2%	-23%	i	.	2.9%
26	CCOC(=O)CN1C(=O)C(O)(CC(=O)c2cccc(OC)c2)c2ccccc21 (stereo not given)	0%	0%	i	1%	-0.5%
31	O=C1O/C(=C/C(=O)N2CCOCC2)c2ccccc21	-2%	-16%	i	-5%	-0.7%
27	CC(c1ccccc1)N1CC(C(=O)Nc2nccs2)CC1=O (stereo not given)	-15%	-5%	i	-8%	0.1%

No.	Nrf2 inh	IL1B secr inh	HepG2 viability	A549 viability
22	-4%	-6	-13%	-2%
26	?	17	2%	4%
31	-3%	-3	2%	-8%
27	11%	15	-1%	-1%
